Screening data deposited in PubChem by National Center for Advancing Translational Sciences (NCATS).
RORgamma inh: inhibitors of mouse ROR gamma transcriptional activity; P51450; Drosophila S2 Gal4-RORgamma UAS-luciferase reporter, 20 h; Potency, µM (titrated, usually from 53.6 µM), without a hit: at the top dose activity change, negative = inhibition, actives largely listed as inhibitors; hit rate 5.4% among 310,000; further: nearly all actives have a fitted effect of over 60% in size
Target sequence (P51450 whole entry, looked up, the tested form may be a part): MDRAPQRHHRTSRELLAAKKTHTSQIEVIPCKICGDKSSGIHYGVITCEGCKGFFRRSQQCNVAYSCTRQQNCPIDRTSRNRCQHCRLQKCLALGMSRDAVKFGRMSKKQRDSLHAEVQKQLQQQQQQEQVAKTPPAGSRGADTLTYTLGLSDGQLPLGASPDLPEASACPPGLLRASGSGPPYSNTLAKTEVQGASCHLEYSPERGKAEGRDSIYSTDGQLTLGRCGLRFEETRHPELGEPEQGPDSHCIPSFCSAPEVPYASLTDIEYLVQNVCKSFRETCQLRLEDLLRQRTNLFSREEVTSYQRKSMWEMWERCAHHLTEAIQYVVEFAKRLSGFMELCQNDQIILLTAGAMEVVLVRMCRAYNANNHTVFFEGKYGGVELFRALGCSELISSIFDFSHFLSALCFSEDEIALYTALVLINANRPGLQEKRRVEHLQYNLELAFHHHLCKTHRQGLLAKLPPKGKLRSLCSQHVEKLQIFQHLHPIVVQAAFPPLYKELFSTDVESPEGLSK
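Schneider cells (Drosophila), stable Gal4 DBD–ROR gamma + UAS-luc; 1 hr cmpd preincubation; Cu2+ induction 700 uM final; 20 hr ambient; luminescence.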
Gal4-VP16 FLuc: counter-screen for ROR gamma inhibitors: Gal4-VP16 reporter; Drosophila S2 Gal4-VP16 UAS-luciferase, luminescence, 20 h; Potency, µM (doses to about 53.6 µM), without a hit: at the top dose activity, negative = inhibition, usual class: inhibitors; hit rate 3.5% among 310,000; AID 2546;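 further: Gal4-VP16 expression switched on by copper sulfate through the metallothionein promoter; nearly all actives have a fitted effect of over 50% in size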
The depositor's hits bear a star; ? = inconclusive; & = joins results of further samples; [ ] = remark or other dose. The call rests on the fitted dose curve; in most records, active means well fitted curve in the direction sought with a large enough effect; inconclusive means small, poorly fitted or top-dose-only effect, or another doubt; inactive means no such curve, though single readings can be large; an effect the other way counts as inactive or inconclusive. On the % scale 0 is the no-effect control and ±100 the full control effect; potency means the concentration at half of the fitted maximal effect.

SMILES	RORgamma inh	Gal4-VP16 FLuc
CO[C@@H]1COC(=O)C/C=C\[C@@H](C)[C@@H]2C=C[C@H](O)[C@@H](COC(=O)CCC[C@H]1C)O2	-2%[10 µM]	-2%[10 µM]
CC(C)CCCC(C)N (stereo unspecified)	-13%	-4%
COc1cccc(Nc2ncc3nc(C)c(=O)n(Cc4cccs4)c3n2)c1	0%	-12%
CCCCNc1nc(C)nc2c1nc(-c1ccccc1)n2C1CCN(Cc2ccccc2)C1 (stereo unspecified)	11µM*	-12%
O=C(c1cnccn1)N1CCC2(CC1)CN(Cc1ccccc1)C2	6%	-4%
CC[C@H](C)[C@H](NC(=O)[C@H](Cc1ccc(O)cc1)NC(=O)[C@H](Cc1cnc[nH]1)NC(=O)[C@H](CCCNC(=N)N)NC(=O)[C@H](CC(C)C)NC(=O)[C@H](C)NC(=O)[C@H](CO)NC(=O)[C@H](Cc1ccc(O)cc1)NC(=O)[C@H](Cc1ccc(O)cc1)NC(=O)[C@H](CCCNC(=N)N)NC(=O)[C@H](C)NC(=O)[C@H](CC(C)C)NC(=O)[C@H](CC(=O)O)NC(=O)[C@H](CCC(=O)O)NC(=O)[C@H](C)NC(=O)[C@@H]1CCCN1C(=O)[C@H](C)NC(=O)[C@H](CC(=O)O)NC(=O)[C@H](CCC(=O)O)NC(=O)CNC(=O)[C@@H]1CCCN1C(=O)[C@H](CC(N)=O)NC(=O)[C@H](CC(=O)O)NC(=O)[C@@H]1CCCN1C(=O)[C@H](CCCCN)NC(=O)[C@@H](N)CO)C(=O)N[C@@H](CC(N)=O)C(=O)N[C@@H](CC(C)C)C(=O)N[C@H](C(=O)N[C@H](C(=O)N[C@@H](CCCNC(=N)N)C(=O)N[C@@H](CCC(N)=O)C(=O)N[C@@H](CCCNC(=N)N)C(=O)N[C@@H](Cc1ccc(O)cc1)C(N)=O)[C@@H](C)O)[C@@H](C)CC	-1%	1%
C=C1[C@@H]2CC[C@H](C2)C1(C)C	11%	-4%
Cn1cccc1C(=O)N1CCC[C@@]2(CCN(C(c3ccccc3)c3ccccc3)C2)C1	-20%	1%
CC(C)C[C@H](NC(=O)N1CCCCCC1)C(=O)N[C@H](Cc1cn(C)c2ccccc12)C(=O)N[C@H](Cc1ccccn1)C(=O)O	-19%&2%	2%&6%
CS(=O)(=O)Nc1cccc(-c2nc(NCc3ccccc3)c3ccccc3n2)c1	12%	-9%
Cc1cccc(CNc2ncnc3ccc(-c4ccc(C(=O)N(C)C)cc4)cc23)c1	-13%	?
O=C(OC1Cc2c(O)cc(O)cc2OC1c1cc(O)c(O)c(O)c1-c1c(C2Oc3cc(O)cc(O)c3CC2O)cc(O)c(O)c1O)c1cc(O)c(O)c(O)c1 (stereo unspecified)	-2%	-3%
CCNc1ncc2nc(-c3ccc(Cl)cc3)c(=O)n(CCC#N)c2n1	13%	5%
O=c1cc(-c2cccc(F)c2)[nH]c2cc(Cl)ccc12	-10%[96.6 µM]	-2%[96.6 µM]
CCN(CC)Cc1ccc(Nc2ccnc3cc(Cl)ccc23)cc1O	13%	-7%
CCCC[C@H](NC(=O)[C@H](CC(C)C)NC(=O)CNC(=O)[C@@H](NC(=O)[C@H](Cc1ccccc1)NC(=O)[C@H](CO)NC(=O)[C@@H](N)CC(=O)O)C(C)C)C(N)=O	14%	-1%
COC(=O)C1=C(C)N(Cc2ccccc2)[C@]23O[C@](C(=O)OC)(C(=O)N2C1c1ccccc1)C1C(=O)N(C)C(=O)C13 (stereo partly specified)	2%&-15%[10 µM]	0%&5%[10 µM]
N=C(N)SCCN=C(N)N	-1%	2%
O=C1CCCC(C(C(=O)OCc2ccccc2)C(=O)OCc2ccccc2)C1 (stereo unspecified)	9%	6%
CCC1=C2CC[C@H]3C(=O)N(C)C(=O)[C@H]3[C@H]2[C@@]2(C)C(=NCc3ccccc3)OC(=O)N2C1=O	15%	15%
COc1ccc(/C=C2\NC(=O)[C@@H]3Cc4ccccc4CN3C2=O)cc1	18%	3%
C/C(CCN1CCc2nc(-c3ccccc3)c(-c3ccccc3)cc2C1)=N\OC[C@@H](O)[C@@H]1O[C@@H]2OC(C)(C)O[C@@H]2[C@H]1O	-25%[10 µM]	-9%[10 µM]
CO[C@@H]1c2cc(F)ccc2/C(=C\CCOC(=O)C/C=C/c2ccccc2)[C@H]1C	-12%	-3%
COCOc1ccc(Br)cc1C(=O)[C@H]1O[C@H]1c1cccc(OC)c1	3%[10 µM]	1%[10 µM]
CC(C)CCCCCCc1ccc(O)cc1	-1%	9%
CCCn1c(C)nc2c(N(CCOC)CCOC)nc(C)nc21	-25%	17%
CCCCCCCCCCCCCCC[C@@H](O)[C@H](CO)NC(C)=O	-11%	-1%
O=C(c1cc(C(F)(F)F)cc(C(F)(F)F)c1)N1CCC2(CC1)CN(c1ccncc1)C2	-1%	11%
O=C(N/N=C1/C[C@@H](O)[C@@H](O)[C@@H]2[C@@H]3C(=O)N(C4CCCCC4)C(=O)[C@H]3CC[C@H]12)OCc1ccccc1	16%[10 µM]	12%[10 µM]
NCC(=O)N[C@@H](CCCN=C(N)N)C(=O)NCC(=O)N[C@@H](CC(=O)O)C(=O)N[C@@H](CC(N)=O)C(=O)N1CC[C@@H](C(=O)O)C1	-1%	-1%
C=C1NC(=O)c2cc(CN(C)c3ccc(C(=O)N[C@@H](CCC(=O)O)C(=O)O)s3)ccc2N1	6%[10 µM]	-9%
CCCC1(C(=O)OC)C=C2C(=C(C)C(=O)C2C)CN1 (stereo unspecified)	-19%	6%
CN1CCN(c2cc(-c3ccoc3)ncn2)CC1	0%	-2%
Cc1ccccc1Nc1oc(-c2ccccc2)nc1-c1cccs1	24%	-7%
COc1ccc2[nH]cc(CCNc3ncncc3-c3cccc(C#N)c3)c2c1	?	-4%
CCCCCCC1=Cc2cc(OC)c(OC)cc2C(C2(C(=O)OCC)CCCC2=O)O1 (stereo unspecified)	18%[10 µM]	9%[10 µM]
COc1cccc(-c2ccc3ncnc(NCCc4c[nH]c5ccc(OC)cc45)c3c2)c1	?	-2%
Cc1noc(C)c1-c1ccc2ncnc(NCc3cccn3C)c2c1	-2%	7%
O=C(NCC1CC1)[C@H]1C[C@@H]1[C@H](NP(=O)(c1ccccc1)c1ccccc1)c1ccccc1	-4%	3%
O=S(=O)(O)c1cc(O)c2c(N=Nc3ccc(Nc4ccccc4)c4c(S(=O)(=O)O)cccc34)cc(S(=O)(=O)O)cc2c1	?	-8%
COC(=O)C1(C(=O)OC)CC2=CC(CC2=O)Cc2ccccc2[C@@H]1C[N+](=O)[O-] (stereo partly specified)	16%	-3%
c1nc(NC2CCNCC2)c2cc(-c3ccoc3)ccc2n1	5%	0%
CN(C)c1nc(-c2cccc(NS(C)(=O)=O)c2)nc2ccccc12	44%	4%
CC[C@H](C)[C@H](NC(=O)[C@H](CC(C)C)NC(=O)[C@H](CO)NC(=O)[C@H](CCC(=O)O)NC(=O)[C@H](CC(C)C)NC(=O)[C@H](Cc1ccc(O)cc1)NC(=O)[C@H](CCCCN)NC(=O)[C@H](CCCCN)NC(=O)[C@H](C)NC(=O)[C@H](CO)NC(=O)[C@H](CC(C)C)NC(=O)[C@H](CCC(N)=O)NC(=O)CNC(=O)[C@H](CC(C)C)NC(=O)[C@H](CC(C)C)NC(=O)[C@H](CCCNC(=N)N)NC(=O)[C@H](CO)NC(=O)[C@H](Cc1ccccc1)NC(=O)[C@H](CC(=O)O)NC(=O)[C@H](CO)NC(=O)[C@@H](NC(=O)[C@H](Cc1ccccc1)NC(=O)[C@@H](NC(=O)CNC(=O)[C@H](CC(=O)O)NC(=O)[C@H](C)NC(=O)[C@@H](N)Cc1cnc[nH]1)C(C)C)[C@@H](C)O)C(N)=O	19%	5%
CN1CCN(c2cc(-c3ccccc3C(F)(F)F)ncn2)CC1	-16%	2%
COc1ccc2cnoc(=O)c2c1OC	-7%	2%
CC(C)[C@H](O)C1=CCCCC1=O	7%	3%
Cn1cccc1C(=O)N1CCC2(CC1)CN(C(=O)Nc1cccc(F)c1)C2	5%	9%

Sorted by SMILES length (ascending): twelve of the compounds above
SMILES	RORgamma inh	Gal4-VP16 FLuc
COc1ccc2cnoc(=O)c2c1OC	-7%	2%
c1nc(NC2CCNCC2)c2cc(-c3ccoc3)ccc2n1	5%	0%
Cc1ccccc1Nc1oc(-c2ccccc2)nc1-c1cccs1	24%	-7%
CN1CCN(c2cc(-c3ccccc3C(F)(F)F)ncn2)CC1	-16%	2%
CN(C)c1nc(-c2cccc(NS(C)(=O)=O)c2)nc2ccccc12	44%	4%
COc1ccc2[nH]cc(CCNc3ncncc3-c3cccc(C#N)c3)c2c1	?	-4%
Cn1cccc1C(=O)N1CCC2(CC1)CN(C(=O)Nc1cccc(F)c1)C2	5%	9%
COc1cccc(-c2ccc3ncnc(NCCc4c[nH]c5ccc(OC)cc45)c3c2)c1	?	-2%
COC(=O)C1(C(=O)OC)CC2=CC(CC2=O)Cc2ccccc2[C@@H]1C[N+](=O)[O-] (stereo partly specified)	16%	-3%
O=C(NCC1CC1)[C@H]1C[C@@H]1[C@H](NP(=O)(c1ccccc1)c1ccccc1)c1ccccc1	-4%	3%
O=S(=O)(O)c1cc(O)c2c(N=Nc3ccc(Nc4ccccc4)c4c(S(=O)(=O)O)cccc34)cc(S(=O)(=O)O)cc2c1	?	-8%
CC[C@H](C)[C@H](NC(=O)[C@H](CC(C)C)NC(=O)[C@H](CO)NC(=O)[C@H](CCC(=O)O)NC(=O)[C@H](CC(C)C)NC(=O)[C@H](Cc1ccc(O)cc1)NC(=O)[C@H](CCCCN)NC(=O)[C@H](CCCCN)NC(=O)[C@H](C)NC(=O)[C@H](CO)NC(=O)[C@H](CC(C)C)NC(=O)[C@H](CCC(N)=O)NC(=O)CNC(=O)[C@H](CC(C)C)NC(=O)[C@H](CC(C)C)NC(=O)[C@H](CCCNC(=N)N)NC(=O)[C@H](CO)NC(=O)[C@H](Cc1ccccc1)NC(=O)[C@H](CC(=O)O)NC(=O)[C@H](CO)NC(=O)[C@@H](NC(=O)[C@H](Cc1ccccc1)NC(=O)[C@@H](NC(=O)CNC(=O)[C@H](CC(=O)O)NC(=O)[C@H](C)NC(=O)[C@@H](N)Cc1cnc[nH]1)C(C)C)[C@@H](C)O)C(N)=O	19%	5%

(list continues)
SMILES	RORgamma inh	Gal4-VP16 FLuc
CC(=O)OC1CCC23CC1(C)CCC2C(C)(C)CC3OC(C)=O (stereo unspecified)	-24%	-10%
O=C(Nc1cccc(F)c1)N1CC[C@@]2(CCCN(C(=O)c3cc(C(F)(F)F)cc(C(F)(F)F)c3)C2)C1	16%	14%
C[C@@]12CC[C@@H]3c4ccc(O)cc4C[C@H](CCCCCCCCCS(=O)CCCC(F)(F)C(F)(F)F)[C@H]3[C@@H]1CC[C@@H]2O (stereo partly specified)	19%	-10%
COC(=O)c1ccc(C(NC(=O)OCc2ccccc2)/C(I)=C/[C@@H](C)C(=O)NCc2ccncc2)cc1 (stereo partly specified)	?	4%
CC(C)C[C@H](NC(=O)[C@H](CO)NC(=O)[C@H](C)NC(=O)[C@H](CCCN=C(N)N)NC(=O)[C@H](CCCN=C(N)N)NC(=O)[C@@H](N)CC(C)C)C(=O)NCC(=O)O	-9%	2%
O=c1cnc2cnc(N3CCNCC3)nc2n1CCc1ccccc1	-1%	-21%
CSCC[C@H](NC(=O)[C@H](CC(C)C)NC(=O)CNC(=O)[C@H](Cc1ccc(O)cc1)NC(=O)[C@H](Cc1ccccc1)NC(=O)[C@H](CCC(N)=O)NC(=O)[C@H](CCC(N)=O)NC(=O)[C@@H]1CCCN1C(=O)[C@H](CCCCN)NC(=O)[C@@H]1CCCN1C(=O)[C@@H](N)CCCN=C(N)N)C(N)=O	9%	-3%
NC(N)=Nc1ccc(Cl)cc1	10%	6%
C[C@]12CCC3c4ccc(OC(=O)c5ccccc5)cc4CCC3C1CCC2=O (stereo partly specified)	10%	-14%
Cc1noc(C)c1C(=O)N1CCC2(CC1)CCN(c1cccc(-c3ccccc3)c1)CC2	?	?
COC(=O)C(C(C)C)N1CC(=O)c2ccccc2S1(=O)=O (stereo unspecified)	-17%	-10%
COc1ccc(CN2CCC(=O)c3ccccc3S2(=O)=O)cc1	1%	3%
C=CC[C@@H]1C=C[C@@H](O/N=C2/C[C@@H](O)[C@@H](O)[C@@H]3[C@@H]4C(=O)N(CC)C(=O)[C@H]4CC[C@@H]23)[C@@H](CO)O1	-18%[10 µM]	-4%[10 µM]
COc1ccccc1CCn1c(=O)c(C)nc2cncnc21	-15%	0%
NCCC[C@@H](CC(=O)N[C@@H]1CCCC[C@H]1C(=O)N[C@H](CC(=O)N[C@@H](CCC(=O)O)CC(=O)O)Cc1c[nH]c2ccccc12)NC(=O)C[C@H](Cc1c[nH]c2ccccc12)NC(=O)[C@@H]1CNCC[C@H]1N	17%	3%
Cc1noc(C)c1-c1nc(N2CCN(C)CC2)c2ccccc2n1	-35%	-7%
CCN(CC)CCn1c(-c2ccccc2)nc2c(NCc3ccccc3)nc(C)nc21	-34%	-4%
CCC1(c2ccc(O)cc2)NC(=O)NC1=O (stereo unspecified)	1%	-6%
CS(=O)(=O)Nc1cccc(-c2ccc3ncnc(Nc4ccccc4)c3c2)c1	?	0%
Cc1c(CC(C)(C)C(=O)O)n(Cc2ccc(Cl)cc2)c2ccc(F)cc12	26%	-7%
CN(C)C(=O)c1ccc(-c2ccc3ncnc(NCCN4CCOCC4)c3c2)cc1	4%	5%
C[C@@H](CN(C)C[C@H]1C(=O)O[C@@H]2C[C@@]3(C)CCC[C@]4(CO4)C3CC21)[C@H](O)c1ccccc1 (stereo partly specified)	-22%	-2%
CC1=C2[C@@H](O)[C@H]([C@@H](C)C(=O)NCCC(C)C)CC[C@@]2(C)C=CC1=O	18%	1%

These rows are one share of the data; the hit share may differ from the screen's.
